ASK1 primary: human ASK1 kinase inhibition, primary screen | Q99683 | AlphaScreen MKK6 phosphorylation by ASK1, luminescence | inhibition, % at 7.44 µM | actives 0.99% (n = 22,000) | AID 1159602; in the data active means inhibition above about 35%;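 further: 0% = median of compound wells and 100% = no enzyme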
Target sequence (Q99683 whole entry, looked up): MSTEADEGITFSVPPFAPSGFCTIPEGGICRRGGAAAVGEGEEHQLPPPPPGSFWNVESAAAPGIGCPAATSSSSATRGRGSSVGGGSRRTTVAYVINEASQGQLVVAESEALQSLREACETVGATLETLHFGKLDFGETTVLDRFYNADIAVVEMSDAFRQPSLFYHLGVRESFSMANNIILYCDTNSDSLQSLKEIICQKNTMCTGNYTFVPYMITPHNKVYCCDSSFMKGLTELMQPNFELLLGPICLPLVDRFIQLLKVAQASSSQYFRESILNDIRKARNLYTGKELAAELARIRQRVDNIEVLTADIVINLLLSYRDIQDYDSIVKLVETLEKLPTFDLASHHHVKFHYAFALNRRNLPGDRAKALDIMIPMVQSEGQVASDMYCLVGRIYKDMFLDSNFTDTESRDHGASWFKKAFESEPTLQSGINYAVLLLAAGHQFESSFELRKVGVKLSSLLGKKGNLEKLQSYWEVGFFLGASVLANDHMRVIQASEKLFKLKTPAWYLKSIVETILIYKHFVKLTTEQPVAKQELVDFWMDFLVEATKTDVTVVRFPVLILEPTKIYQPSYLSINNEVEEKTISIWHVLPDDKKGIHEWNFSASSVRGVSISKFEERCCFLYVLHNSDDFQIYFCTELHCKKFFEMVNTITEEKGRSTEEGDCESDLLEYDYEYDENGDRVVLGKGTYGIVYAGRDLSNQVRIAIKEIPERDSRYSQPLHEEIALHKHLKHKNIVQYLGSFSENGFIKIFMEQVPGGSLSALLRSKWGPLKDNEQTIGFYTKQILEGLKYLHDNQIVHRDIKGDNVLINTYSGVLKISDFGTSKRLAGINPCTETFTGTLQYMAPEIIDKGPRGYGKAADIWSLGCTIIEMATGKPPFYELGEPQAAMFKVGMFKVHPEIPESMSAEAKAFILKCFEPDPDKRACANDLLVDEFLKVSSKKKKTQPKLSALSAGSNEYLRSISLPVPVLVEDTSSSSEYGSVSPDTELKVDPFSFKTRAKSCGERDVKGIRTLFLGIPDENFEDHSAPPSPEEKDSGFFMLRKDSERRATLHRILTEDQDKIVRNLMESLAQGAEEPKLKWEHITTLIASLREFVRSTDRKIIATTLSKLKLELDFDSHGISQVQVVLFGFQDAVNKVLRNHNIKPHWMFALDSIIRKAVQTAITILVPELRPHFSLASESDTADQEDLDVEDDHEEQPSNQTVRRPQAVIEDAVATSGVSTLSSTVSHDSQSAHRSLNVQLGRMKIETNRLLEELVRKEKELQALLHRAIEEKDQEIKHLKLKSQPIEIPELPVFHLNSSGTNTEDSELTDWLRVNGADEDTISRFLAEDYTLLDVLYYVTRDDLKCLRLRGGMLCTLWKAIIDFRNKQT
ULK1 primary: inhibitors of human ULK1 kinase; AlphaScreen Atg13 phosphorylation by ULK1, luminescence; inhibition, % at 5.96 µM; actives 1.9% (n = 30,000); AID 1259251; in the data active means inhibition above about 43%;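 further: 0% = median of compound wells and 100% = no enzyme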
* marks the source's active call; other numbers are inactive results.

For Cc1nc2cc(-c3ccnc(Nc4cccc(C(=O)NC(C)C)c4)n3)ccc2c(=O)n1C1CC1 the results were ASK1 primary -2 and ULK1 primary 9.
CCNc1cc(NCCOc2ccccc2)ncn1 was read as ASK1 primary 8 and ULK1 primary -12.
`NC(=O)c1ccccc1Nc1nc(Nc2ccc(N3CCOCC3)c(Cl)c2)ncc1Cl` gave ASK1 primary -88 and ULK1 primary 80*.
`CC(=O)Nc1ccc(Nc2cc(Nc3cnccn3)ncn2)cc1` gave ASK1 primary -2 and ULK1 primary 1.
For O=C1CCCN1CCn1cnc2c(Nc3ccc4c(c3)OCO4)nc(Nc3ccccc3)nc21 the results were ASK1 primary 11 and ULK1 primary -6.
`O=C(Nc1cccc(C(F)(F)F)c1)c1ccccc1O` gave ULK1 primary -5.
For COc1ccc(-c2nc(Nc3cc(OC)c(OC)c(OC)c3)c3ncn(C(C)C)c3n2)cn1 the results were ASK1 primary 13 and ULK1 primary -6.
For CC(C)n1cnc2c(NC3CC3)nc(Cl)nc21 the results were ASK1 primary -8 and ULK1 primary 7.
`FC(F)(F)c1ccc(Cn2cnc3c(NC4CC4)nc(N4CCOCC4)nc32)cc1` gave ASK1 primary 12 and ULK1 primary -51.
For CC(C)n1c(N2CCOCC2)nc2c(NCCN3CCOCC3)ncnc21 the results were ASK1 primary 4 and ULK1 primary 5.
`CC(C)n1c(-c2ccc(C(=O)NC3CC3)cc2)nc2c(NCCO)ncnc21` gave ASK1 primary -7 and ULK1 primary 5.
For CN(C(=O)c1ccc(Br)o1)c1cccc(F)c1N1CCC2(CC1)OCCO2 the results were ASK1 primary 7 and ULK1 primary 6.
COc1ccc(CCNC(=O)c2ccc3nc(Nc4ccc5ncccc5c4)sc3c2)cc1 was read as ASK1 primary 5 and ULK1 primary -11.
Screening O=C(Cc1cn(-c2ccc(N3CCc4ccccc4C3)nn2)c2ccccc12)NCCN1CCOCC1 returned ASK1 primary -6 and ULK1 primary 6.
Screening COc1cc(NC(=O)c2csc(-c3ccc(C(=O)NC4CC4)cc3)n2)cc(OC)c1OC returned ASK1 primary 5 and ULK1 primary 1.
COC(=O)C1(NC(=O)c2c(F)cccc2Oc2nc(OC)cc(OC)n2)CCCC1 was read as ULK1 primary 3.
COc1ccc(CCNc2cc(C)nc(-c3ccc(C(N)=O)cc3)n2)cc1 was read as ASK1 primary -1 and ULK1 primary -11.
O=c1nc(-c2cccc(Cl)c2)oc2cccc(O)c12 was read as ULK1 primary -6.
For COc1ccc(CCNc2ccnc(Nc3ccncc3)n2)cc1 the results were ASK1 primary 8 and ULK1 primary 9.
Screening NC(=O)c1ccc(Cl)c(S(N)(=O)=O)c1 returned ULK1 primary 11.
For c1ccc(-n2cnc3c(NCCN4CCOCC4)nc(-c4cccs4)nc32)cc1 the results were ASK1 primary 3 and ULK1 primary -2.
For c1ccc(CNc2nc(NCc3ccc4c(c3)OCO4)nc3nc[nH]c23)cc1 the results were ASK1 primary 15 and ULK1 primary -20.
`O=C(Nc1ccc(N2CCOCC2)cc1)c1cccc(-n2cc(Nc3ccsc3-c3ccccc3)cn2)c1` gave ASK1 primary 34 and ULK1 primary 3.
Cc1cnc(CNc2cc(-c3ccccn3)nc(-c3cccnc3)n2)nc1 was read as ULK1 primary 17.
`COc1ccc2[nH]cc(-c3csc(N)n3)c2c1` gave ULK1 primary -15.
`CCCN1CC(c2nc3ncc(-c4ccncc4)cc3[nH]2)Cc2ccccc21` (centres undefined) gave ASK1 primary 3 and ULK1 primary 2.
O=C(NCCCN1CCCC1=O)c1ccc2nc(N3CCc4ccccc4C3)sc2c1 was read as ASK1 primary 2 and ULK1 primary 5.
`COc1ccc(-c2nc(Nc3ccc(Oc4ccccc4)cc3)nc(OC)n2)cn1` gave ASK1 primary 0 and ULK1 primary 7.
COc1ccc([C@@H]2Sc3ccccc3NC(=O)[C@@H]2O)cc1 was read as ULK1 primary 13.
`CCN(CC)c1nc(Nc2ccccc2)nc(Nc2ccccc2)n1` gave ASK1 primary -9 and ULK1 primary -11.
`COc1ccc2c(c1)CC(C(=O)Nc1ccc(-c3cn[nH]c3)cc1OCCN1CCN(S(C)(=O)=O)CC1)CO2` (centres undefined) gave ASK1 primary 17 and ULK1 primary -41.
`CC(C)n1cnc2c(NCCCN3CCCC3=O)nc(Nc3nccc4ccccc34)nc21` gave ASK1 primary 0 and ULK1 primary 4.
Screening CCOC(=O)CCC(=O)O[C@H]1[C@H](O[C@@H]2[C@@H](C)[C@H](O[C@H]3C[C@@](C)(OC)[C@@H](O)[C@H](C)O3)[C@@H](C)C(=O)O[C@H](CC)[C@@](C)(O)[C@H](O)[C@@H](C)C(=O)[C@H](C)C[C@@]2(C)O)O[C@H](C)C[C@@H]1N(C)C returned ULK1 primary 9.
O=C(NCCCN1CCCC1=O)c1csc(N2CCc3ccccc3C2)n1 was read as ASK1 primary -3 and ULK1 primary 0.
`C#C[C@]1(O)CC[C@H]2[C@@H]3CCC4=CC(=O)CC[C@@H]4[C@H]3CC[C@@]21C` gave ULK1 primary 7.
`COc1ccc(-n2cc(-c3ccnc4ccccc34)cn2)cc1` gave ULK1 primary 2.
For COc1ccc2c(c1)CC(C(=O)Nc1ccc(-c3ccncc3)cc1SCCC(=O)N(C)C)CO2 (centres undefined) the results were ASK1 primary 2 and ULK1 primary -7.
O=C(NCCCN1CCCC1=O)c1cccc(Cl)n1 was read as ASK1 primary -4 and ULK1 primary 10.
CS(=O)(=O)c1ccc([C@@H](O)[C@@H](COC(=O)CN)NC(=O)C(Cl)Cl)cc1 was read as ULK1 primary 4.
Screening O=C(NC1CC1)c1ccc(-c2ncc(C(=O)NCc3nc4ccccc4[nH]3)s2)cc1 returned ASK1 primary -6 and ULK1 primary -16.
Screening CC(C)n1cnc2c(NCCN3CCOCC3)nc(Nc3ccccn3)nc21 returned ASK1 primary 1 and ULK1 primary 2.
`CCNc1cc(C(=O)NCCOc2ccccc2)ccn1` gave ASK1 primary -23 and ULK1 primary 3.
Screening Cn1c(Nc2nc(NCCN3CCOCC3)c3ncn(CCN4CCCC4=O)c3n2)nc2ccccc21 returned ASK1 primary -2 and ULK1 primary 13.
`COc1ccc(C(=O)Nc2ccc3oc(-c4ccc(F)cc4)cc(=O)c3c2)cc1` gave ULK1 primary 11.
For COc1cc(NC(=O)c2ccc3nc(Nc4ccnn4C)sc3c2)cc(OC)c1OC the results were ASK1 primary 7 and ULK1 primary 0.
Screening c1cc(-n2cnc3c(Nc4ccc5c(c4)OCO5)nc(NCc4ccc5c(c4)OCO5)nc32)cs1 returned ASK1 primary 17 and ULK1 primary 0.
`CC(C)c1cccc(C(C)C)c1NC(=O)CN(CC(=O)O)CC(=O)O` gave ULK1 primary 3.
Screening c1ccc(Nc2nc(Nc3ccncc3)nc3c2ncn3-c2ccccc2)cc1 returned ASK1 primary -7 and ULK1 primary -4.
`CC(C)n1c(N2CCN(Cc3ccc4c(c3)OCO4)CC2)nc2c(NC3CCN(Cc4ccccc4)CC3)ncnc21` gave ASK1 primary 17 and ULK1 primary -3.
`O=C1CCCN1CCn1cnc2c(Nc3ccc4c(c3)OCO4)nc(Nc3ccc4ncccc4c3)nc21` gave ASK1 primary -10 and ULK1 primary -3.

As a working copy, part of the list above:
Screening CC(C)n1cnc2c(NCCN3CCOCC3)nc(Nc3ccccn3)nc21 returned ASK1 primary 1 and ULK1 primary 2.
`CCNc1cc(C(=O)NCCOc2ccccc2)ccn1` gave ASK1 primary -23 and ULK1 primary 3.
Screening Cn1c(Nc2nc(NCCN3CCOCC3)c3ncn(CCN4CCCC4=O)c3n2)nc2ccccc21 returned ASK1 primary -2 and ULK1 primary 13.
`COc1ccc(C(=O)Nc2ccc3oc(-c4ccc(F)cc4)cc(=O)c3c2)cc1` gave ULK1 primary 11.
For COc1cc(NC(=O)c2ccc3nc(Nc4ccnn4C)sc3c2)cc(OC)c1OC the results were ASK1 primary 7 and ULK1 primary 0.
Screening c1cc(-n2cnc3c(Nc4ccc5c(c4)OCO5)nc(NCc4ccc5c(c4)OCO5)nc32)cs1 returned ASK1 primary 17 and ULK1 primary 0.

Next section:
Screening O=C(Nc1cccc(Cl)c1N1CCC(NC2CCCC2)CC1)c1ccc(Br)o1 returned ASK1 primary 1 and ULK1 primary 22.
For CC(=O)Nc1ccc(Nc2cc(NCCN3CCOCC3)nc(N)n2)cc1 the results were ASK1 primary 6 and ULK1 primary 0.
For CCOC(=O)c1cnc(Nc2ccc(C)cc2C)[nH]c1=O the results were ULK1 primary -10.
`COc1cc2nc(Nc3cccnc3)nc(Nc3ccc(N4CCOCC4)cc3)c2cc1OC` gave ASK1 primary 7 and ULK1 primary 2.
CCN(CC)C(=O)C1CCCN(c2cc(NCCO)nc(N)n2)C1 (centres undefined) was read as ASK1 primary -2 and ULK1 primary -8.
CCn1cc(C(=O)O)c(=O)c2cnc(N3CCCC3)nc21 was read as ULK1 primary 7.
COc1ccc(C(=O)N2CCN(c3ccc(-c4ccco4)nn3)CC2)cc1 was read as ULK1 primary -2.
CCn1cc(C(=O)O)c(=O)c2cc3c(cc21)OCO3 was read as ULK1 primary 4.
For COc1ccc(-c2nc(C(=O)Nc3ccc(NC(C)=O)cc3)cs2)cc1 the results were ASK1 primary 15 and ULK1 primary -2.
CC(C)NCC(O)c1ccc2ccccc2c1 (centres undefined) was read as ULK1 primary 7.
`CC(C)n1cnc2c(NCCCN3CCCC3=O)nc(Nc3ccncn3)nc21` gave ASK1 primary -12 and ULK1 primary 12.
`O=C1CCCN1CCCNc1nc(Nc2cccnc2)nc2c1ncn2-c1ccccc1` gave ASK1 primary -5 and ULK1 primary 18.
For c1ccc(CNc2nc(N3CCOCC3)nc3nc[nH]c23)cc1 the results were ASK1 primary -4 and ULK1 primary 11.
`COc1ccc2c(c1)CC(C(=O)Nc1ccc(-c3cn[nH]c3C)cc1Oc1cccnc1)CO2` (centres undefined) gave ASK1 primary 0 and ULK1 primary -9.
Clc1ccc2[nH]c(-c3nc4ccc(-c5ccncc5)cc4[nH]3)cc2c1 was read as ASK1 primary 0 and ULK1 primary -18.
Screening CC(C)n1cnc2c(Nc3ccc4c(c3)OCO4)nc(Nc3cnccn3)nc21 returned ASK1 primary 1 and ULK1 primary 49*.
NC(=O)c1cncc(-c2ccc(C(=O)NC3CC3)cc2)c1 was read as ASK1 primary 3 and ULK1 primary 17.
Cc1noc(C)c1-c1nccc(NCCc2ccc(O)cc2)n1 was read as ASK1 primary -10 and ULK1 primary 30.
For CC(C)N(CCNc1nc(NCc2cccnc2)nc2c1ncn2CCN1CCCC1=O)C(C)C the results were ASK1 primary -19 and ULK1 primary -6.
Cn1nccc1Nc1nc(C(=O)NCCc2ccc(O)cc2)cs1 was read as ASK1 primary -4 and ULK1 primary 1.

Structures above that have an NH in an aromatic ring:
For c1ccc(CNc2nc(NCc3ccc4c(c3)OCO4)nc3nc[nH]c23)cc1 the results were ASK1 primary 15 and ULK1 primary -20.
`COc1ccc2[nH]cc(-c3csc(N)n3)c2c1` gave ULK1 primary -15.
`CCCN1CC(c2nc3ncc(-c4ccncc4)cc3[nH]2)Cc2ccccc21` (centres undefined) gave ASK1 primary 3 and ULK1 primary 2.
`COc1ccc2c(c1)CC(C(=O)Nc1ccc(-c3cn[nH]c3)cc1OCCN1CCN(S(C)(=O)=O)CC1)CO2` (centres undefined) gave ASK1 primary 17 and ULK1 primary -41.
Screening O=C(NC1CC1)c1ccc(-c2ncc(C(=O)NCc3nc4ccccc4[nH]3)s2)cc1 returned ASK1 primary -6 and ULK1 primary -16.
For CCOC(=O)c1cnc(Nc2ccc(C)cc2C)[nH]c1=O the results were ULK1 primary -10.
For c1ccc(CNc2nc(N3CCOCC3)nc3nc[nH]c23)cc1 the results were ASK1 primary -4 and ULK1 primary 11.
`COc1ccc2c(c1)CC(C(=O)Nc1ccc(-c3cn[nH]c3C)cc1Oc1cccnc1)CO2` (centres undefined) gave ASK1 primary 0 and ULK1 primary -9.
Clc1ccc2[nH]c(-c3nc4ccc(-c5ccncc5)cc4[nH]3)cc2c1 was read as ASK1 primary 0 and ULK1 primary -18.

Next compounds.
CCCn1c(=O)c(C(N)=O)c(O)c2ccccc21 was read as ULK1 primary 0.
For O=C(NCCCN1CCCC1=O)c1cccc(Nc2cnccn2)n1 the results were ASK1 primary -16 and ULK1 primary 10.
For c1ccc(-n2cnc3c(NCc4cccnc4)nc(N4CCN(Cc5ccc6c(c5)OCO6)CC4)nc32)cc1 the results were ASK1 primary 7 and ULK1 primary -21.
CC(C)n1cnc2c(NCCCN3CCCC3=O)nc(Nc3cnccn3)nc21 was read as ASK1 primary -22 and ULK1 primary 8.
`O=C(NCCCN1CCCC1=O)c1ccnc(NC2CCN(Cc3ccccc3)CC2)c1` gave ASK1 primary -10 and ULK1 primary 0.
CC(=O)c1cccc(-c2ncc(C)c(NCCc3ccc(O)cc3)n2)c1 was read as ASK1 primary -4 and ULK1 primary -2.
`O=C(NCCc1ccccc1)NCc1nnnn1-c1ccc(F)c(F)c1` gave ULK1 primary -6.
Screening Cc1ccc(C(=O)c2oc3cc(N)ccc3c2C)cc1 returned ULK1 primary -8.
For Cc1cc(Nc2ccc(N3CCOCC3)cc2)nc(N2CCC(N3CCOCC3)CC2)n1 the results were ASK1 primary -11 and ULK1 primary -2.
`CC1=C(C)CC2C(=O)N(c3cc(C)cc(C)c3)C(=O)C2C1` (centres undefined) gave ULK1 primary 15.
O=C1CCCN1CCn1cnc2c(NCc3cccc(C(F)(F)F)c3)nc(-c3cccs3)nc21 was read as ASK1 primary 0 and ULK1 primary -31.
Screening COc1nc(Nc2ccc(NC(C)=O)cc2)nc(-c2c(C)nn(C)c2C)n1 returned ASK1 primary 6 and ULK1 primary 1.
c1ccc(Nc2nc3ncnc(NCCOc4ccccc4)c3[nH]2)cc1 was read as ASK1 primary -2 and ULK1 primary -20.
`CCCNC(=O)c1ccc2nc(Nc3cc(OC)c(OC)c(OC)c3)sc2c1` gave ASK1 primary -2 and ULK1 primary 0.
For NC(=O)c1ccnc(N2CCN(Cc3ccc4c(c3)OCO4)CC2)c1 the results were ASK1 primary 2 and ULK1 primary -2.
For COCCNc1cc(-c2ccccn2)nc(-c2ccccc2)n1 the results were ULK1 primary -6.
